# NPY-Y1 PAM-ag = potentiators or agonists of human neuropeptide Y receptor Y1. P25929. NPY-Y1 expressing cells, potentiator/agonist activation. activation, % at 3.6 µM. hit rate 0.37% among 220,000. AID 1304; in the data active = activation above about 33%, passing the limit was not always enough;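 also: cells stimulated with NPY at EC10 then isoproterenol at EC100; 0% = low agonist plus stimulus and 100% = saturating agonist plus stimulus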
# Target sequence (P25929 whole entry, looked up): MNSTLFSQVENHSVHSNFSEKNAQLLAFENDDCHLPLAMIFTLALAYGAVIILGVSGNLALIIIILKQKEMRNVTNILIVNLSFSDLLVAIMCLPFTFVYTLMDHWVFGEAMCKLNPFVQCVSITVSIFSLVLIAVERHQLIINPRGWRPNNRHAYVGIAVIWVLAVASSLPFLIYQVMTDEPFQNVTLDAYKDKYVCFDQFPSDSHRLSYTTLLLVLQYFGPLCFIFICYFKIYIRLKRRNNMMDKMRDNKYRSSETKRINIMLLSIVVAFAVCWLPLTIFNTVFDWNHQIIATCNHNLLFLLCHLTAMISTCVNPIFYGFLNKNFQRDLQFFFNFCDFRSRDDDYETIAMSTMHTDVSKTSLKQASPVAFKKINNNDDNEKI
# NPY2 pot ag = potentiators or agonists of human neuropeptide Y receptor Y2; P49146; cells expressing NPY-Y2, potentiator/agonist read-out; activation, % at 3.6 µM; hit rate 0.45% among 220,000; AID 1359; in the data active = activation above about 27%;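 also: cells stimulated with NPY near EC25 plus isoproterenol at EC100; 0% = vehicle plus submaximal agonist and 100% = vehicle plus saturating agonist; some results beyond the cut were filed as inactive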
# EP2 mod = EP2 receptor (human) modulation; P43116; induction, % at 25 µM; AID 940; EP2-expressing cells, cAMP HTRF FRET, PGE2 co-stimulation; hit rate 0.83% among 260,000;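 active = compounds whose cAMP rise, as percent of the full-agonist control response, exceeds 60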;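 also: rat C6 glioma line stably carrying human EP2 under a CMV promoter; the protocol text gives 20 µM as final concentration; 100% = response of wells given 1 µM PGE2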
# S1P4 antagonist = human S1P4 receptor antagonism | S1P4-expressing cells, antagonist mode, reporter read-out | inhibition, % at 4.98 µM | O95977 | AID 1510 | hit rate 0.26% among 220,000; in the data active = inhibition above about 29%;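 also: 0% = wells stimulated with agonist and 100% = vehicle wells without agonist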
# Target sequence (O95977 whole entry, looked up): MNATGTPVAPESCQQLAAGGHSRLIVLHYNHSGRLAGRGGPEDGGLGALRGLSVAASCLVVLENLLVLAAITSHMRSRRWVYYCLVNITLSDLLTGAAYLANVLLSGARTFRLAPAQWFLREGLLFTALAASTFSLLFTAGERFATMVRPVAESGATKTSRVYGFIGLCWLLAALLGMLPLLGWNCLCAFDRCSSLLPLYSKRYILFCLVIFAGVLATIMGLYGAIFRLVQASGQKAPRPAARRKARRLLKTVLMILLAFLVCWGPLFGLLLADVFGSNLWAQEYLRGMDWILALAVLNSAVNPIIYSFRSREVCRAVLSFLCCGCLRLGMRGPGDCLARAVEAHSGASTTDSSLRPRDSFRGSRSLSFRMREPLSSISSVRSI
# CHOP inhibitor = CHOP inhibition in unfolded protein response; CHO-K1 CHOP-promoter luciferase, tunicamycin-induced, 15-18 h; hit rate 3.8% among 220,000; inhibition, % at 10 µM;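 active = compounds that reduced the stress-induced luciferase reporter signal by more than about 70% of percent inhibition, limit read from the data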;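 also: 0% = tunicamycin plus vehicle and 100% = wells without tunicamycin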
# zfTRPN1 agonist = agonists of zebrafish TRPN1 channel. HEK293 zebrafish TRPN1-YFP, Fluo-8 calcium fluorescence; 100% = response to 87 µM carbachol. activation, % at 3 µM. hit rate 0.18% among 220,000;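 active = activation above its plate's cutoff, the mean activation of test wells on that plate plus 3 SD, cut at about 19% in these data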;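 also: 0% = DMSO alone and 100% = 87 µM carbachol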
#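 Material: zebrafish TRPN1-YFP in HEK293 cells. Doses: one dose of 3 µM, 0.3% DMSO. Incubation: dye 1 h 37 °C plus 30 min RT. Measured by: intracellular calcium fluorescence with Fluo-8.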
# TRPML3 ag = human mucolipin-3 channel agonism. HEK293 TRPML3-YFP, Fluo-8 calcium fluorescence; 100% = the carbachol control signal. hit rate 0.29% among 220,000. Q8TDD5. activation, % at 3 µM;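 active = activation above its plate's cutoff, the mean activation of the plate's test wells plus 3 SD, cut at about 12% in these data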;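 also: 0% = DMSO only wells and 100% = carbachol wells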
#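 Test system: TRPML3-YFP stable HEK293 cells. Doses: single point at 3 µM. Incubation: dye loading 1 h 37 °C then 30 min ambient, 125 s read. Signal: Fluo-8 calcium dye fluorescence, ex 470-495, em 515-575 nm. Measure: percent activation from peak-to-basal fluorescence ratio, scaled between DMSO and carbachol.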
# NPY-Y1 antag = NPY-Y1 (human) receptor antagonism | P25929 | HEK293-CNG Y1 cells, membrane potential fluorescence; NPY at EC95, then isoproterenol | inhibition, % at 3.6 µM | hit rate 1% among 200,000 | AID 1040;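 active = inhibition above the campaign mean inhibition of all tested compounds plus 3 SD, cut at about 20% in these data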;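 also: 0% = DMSO wells given NPY plus isoproterenol and 100% = isoproterenol alone without NPY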
#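 Material: HEK293 cells with Y1 receptor plus CNG channel; times: compound incubation 1 h at room temperature, readout 45 min post-stimulation; signal: fluorescence, membrane potential probe; read-out basis: fluorescence ratio normalized to % inhibition between controls; benchmarks: full-block control isoproterenol-only wells, zero-block control NPY plus isoproterenol wells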
# S1P4 agonist = agonists of human S1P4 receptor; O95977; S1P4-expressing cell line, agonist reporter assay; activation, % at 4.98 µM; hit rate 0.35% among 220,000; AID 1509; in the data active = activation above about 11%;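 also: 0% = DMSO vehicle and 100% = reference agonist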
# Starred values were filed as active, the others as inactive; . = no result given.
entry	smiles	NPY-Y1 PAM-ag	NPY2 pot ag	EP2 mod	S1P4 antagonist	CHOP inhibitor
1	Cc1ccc2c(c1)nnn2C1CCN(C(=O)Nc2ccccc2C)CC1	-2	-24	-5	-21	12
2	COc1ccc(OC)c(NC(=O)c2[nH]c(C)c(C(C)=O)c2C)c1	-12	-10	-18	-32	-19
3	O=C(CSc1nncs1)Nc1ccc2c(c1)OCCO2	16	-11	30	-4	-17
4	c1ccc(-c2cn3nc(-c4ccccc4)cnc3n2)cc1	-1	-14	10	0	67
5	CC(C)CCc1c(O)nc(SCC(C)C)[nH]c1=O	0	-1	38	-1	-6
6	Cc1ccc(C(=O)N2CCc3ccccc32)cc1NC(=O)c1ccco1	-4	-4	-4	-15	11
7	COc1ccc(/C=C2\CN(Cc3ccccc3)C/C(=C\c3ccc(OC)cc3OC)C2=O)c(OC)c1	-12	0	8	-3	-34
8	O=C(NCc1ccc(F)cc1)C(=O)Nc1nc(C23CC4CC(CC(C4)C2)C3)cs1	-1	1	-42	-30	13
9	CSc1nnc(SCc2nc3sc(C(=O)O)c(C)c3c(=O)[nH]2)s1	7	2	15	-2	3
10	Cc1ccc2cc(CCNC(=O)CC(C)(C)C)c(=O)[nH]c2c1C	-8	5	-30	5	23
11	CCOC(=O)N1CCN(C(=O)c2ccc(OC)cc2)CC1	-8	-3	27	-4	4
12	CCOC(=O)/C=c1\s/c(=C(\C#N)C(N)=O)n(-c2ccccc2)c1=O	11	1	-52	-3	-23
13	O=C(/C=C\c1cccs1)N1CCN(Cc2ccc3c(c2)OCO3)CC1	-16	-8	-74	-17	17
14	N#CCCN1CCN(S(=O)(=O)c2ccc(S(=O)(=O)NC3CCCC3)cc2)CC1	15	-4	1	-16	26
15	COc1cccc(-n2c(CN3CCN(Cc4ccccc4)CC3)nc3ccc([N+](=O)[O-])cc3c2=O)c1	-12	4	-9	-21	15

entry	zfTRPN1 agonist	TRPML3 ag	NPY-Y1 antag	S1P4 agonist
1	-1.1	-0.2	2	-2.0
2	0.6	0.2	0	0.6
3	1.3	0.3	7	1.0
4	2.9	1.3	7	0.6
5	-1.1	0.6	1	0.5
6	-2.0	0.0	10	0.0
7	1.4	-0.3	-3	0.9
8	-0.5	0.1	1	1.1
9	1.8	1.9	.	0.8
10	0.4	0.2	6	-1.2
11	2.1	0.7	-3	2.5
12	0.8	0.6	.	0.5
13	0.6	0.3	5	1.3
14	0.6	0.5	3	4.5
15	-1.4	0.3	-4	1.3

# Later entries:
entry	smiles	NPY-Y1 PAM-ag	NPY2 pot ag	EP2 mod	S1P4 antagonist	CHOP inhibitor
16	O=C(O)c1cccc(-n2cccc2/C=C2\SC(=O)N(Cc3ccccc3F)C2=O)c1	-6	13	14	-9	30
17	Cc1nc(NC(=O)c2csc3ccccc23)sc1C	9	2	6	9	37
18	CCc1ccc(C(=O)Cn2ncc(Cl)c(Cl)c2=O)cc1	6	9	14	12	3
19	CCN(CC)C(=O)C(=O)c1cccn1-c1ccccc1C#N	0	6	7	-6	2
20	CCOc1cc(C(=O)N/N=C/C(Br)=C/c2ccccc2)cc(OCC)c1OCC	23	-8	2	0	16
21	CNC(=O)c1ccccc1NC(=O)c1cccc(S(=O)(=O)N2CCC(C)CC2)c1	3	-22	-7	-11	53
22	O=C(O)c1nc(N2CCOCC2)nc(N2CCOCC2)n1	11	-2	20	-10	-6
23	Cc1ccc(NC(=O)COn2nnc3ccc(S(=O)(=O)N(C)C)cc32)cc1F	-16	-1	-1	0	16
24	Cc1ccc(C(=O)N(c2ccccn2)C(C)c2ccco2)cc1 (stereo not drawn)	21	8	15	-11	-10
25	NC(=O)c1c(NC(=O)C2COc3ccccc3O2)sc2c1CCN(Cc1ccccc1)C2 (stereo not drawn)	14	2	-64	-9	79*
26	Cc1ccc(C(=O)NN2C(=O)C3C(C2=O)C2C=CC3C23CC3)cc1 (stereo not drawn)	4	8	-9	-18	6
27	Nc1nc(-c2ccccc2)c(N=Nc2ccc(Cl)cc2)s1	29	9	13	-3	12
28	CCN(C(=O)c1cc2c(=O)[nH]c3ccc(C)cc3c2s1)c1ccc(OC)cc1	-47	-1	-1	-15	53
29	CCOC(=O)N1CCN(c2ccc(C(=O)CC)cc2F)CC1	-1	-4	10	-9	12
30	O=C1/C(=C\Nc2ccc(Cl)cc2)CCN1c1ncccn1	-7	-3	2	1	47

entry	zfTRPN1 agonist	TRPML3 ag	NPY-Y1 antag	S1P4 agonist
16	0.9	0.1	6	1.2
17	-2.1	18*	1	0.1
18	0.1	-0.3	-1	0.5
19	-0.2	0.6	4	0.4
20	1.5	0.2	-2	1.1
21	0.2	-0.1	-4	0.5
22	-1.4	0.8	4	-0.2
23	2.9	1.4	-5	1.0
24	-0.4	-0.5	6	0.1
25	0.9	0.8	1	-1.1
26	-0.2	0.9	2	0.1
27	0.4	-0.1	3	-2.7
28	0.8	0.7	.	-0.3
29	1.5	0.4	-7	1.1
30	1.0	0.5	-2	-0.5

# Following part:
entry	smiles	NPY-Y1 PAM-ag	NPY2 pot ag	EP2 mod	S1P4 antagonist	CHOP inhibitor
31	Cc1ccc(C)c(C(=O)CSc2nc3ccccc3c(=O)[nH]2)c1	-15	-10	-61	-8	36
32	CCc1ccc(C2C(C#N)=C(N)SC(N)=C2C#N)s1	-7	-1	-37	-9	11
33	CC(/C=C/c1cccc([N+](=O)[O-])c1)=N/NC(=O)c1cccnc1	2	1	-36	6	-23
34	CCN(CC(O)CON=C1c2ccccc2-c2ccccc21)S(=O)(=O)c1ccc(Cl)cc1 (stereo not drawn)	0	-3	-17	4	37
35	CCC(C)C(NC(=O)c1ccc(Cl)cc1)C(=O)O (stereo not drawn)	-3	-11	18	0	-1
36	CCn1c2ccccc2c2nc3cc(S(=O)(=O)N4CCOCC4)ccc3nc21	-2	-23	7	2	68
37	Nc1ccc(-c2ccc(N)c([N+](=O)[O-])c2)cc1[N+](=O)[O-]	8	9	-33	-36	47
38	CCC(C)(c1nnnn1-c1c(C)cccc1C)N(N=O)c1ccccc1Cl (stereo not drawn)	-40	-5	10	2	24
39	O=C(CSc1ccc(Br)cc1)N1CCN(C(=O)c2ccco2)CC1	10	0	-23	4	13
40	O=C(O)[C@@H]1CCCN1c1ncnc2sc3c(c12)CCC3	-7	-11	9	4	-2
41	CCN(CC)S(=O)(=O)c1cc(C(=O)O)ccc1OC	-19	-16	25	-10	-7
42	CC(=O)Nc1cnc2ccccc2n1	15	-3	-2	-19	60
43	Cc1c(Cl)c([N+](=O)[O-])nn1CCCC(=O)Nc1cccc(Cl)c1Cl	0	-12	-67	-20	27
44	Cc1noc(/C=C/N(C)C)c1S(=O)(=O)N1CCCC(C(=O)NC2CCCCC2)C1 (stereo not drawn)	-13	-3	12	-18	22
45	COCCNC(=S)Nc1cccc2cnccc12	3	-2	-12	-16	-2

entry	zfTRPN1 agonist	TRPML3 ag	NPY-Y1 antag	S1P4 agonist
31	-1.6	1.1	3	-0.7
32	1.1	2.8	-5	-0.4
33	0.1	-0.2	1	1.2
34	0.0	0.2	9	3.6
35	1.8	0.8	15	-1.1
36	-0.4	-0.2	-1	1.7
37	-0.6	0.3	-3	0.9
38	-1.3	0.5	13	1.1
39	-0.4	0.8	-3	-1.4
40	0.4	-0.5	4	-3.1
41	1.1	-0.1	.	-0.5
42	0.1	1.0	-5	-5.5
43	0.9	-0.6	3	-1.3
44	2.3	1.5	0	6.0
45	2.2	1.0	-1	2.1

# (more compounds)
entry	smiles	NPY-Y1 PAM-ag	NPY2 pot ag	EP2 mod	S1P4 antagonist	CHOP inhibitor
46	COC(=O)c1sccc1NC(=O)CSCC(=O)O	-17	-9	4	0	-2
47	CNC(=O)c1cc(NC(=O)CCn2nc(-c3ccccc3)c3ccccc3c2=O)ccc1OC	-5	7	9	-16	13
48	COCCOC(=O)c1ccc(NC(=O)COc2ccc([N+](=O)[O-])cc2)cc1	10	1	-38	1	-4
49	COc1cccc(-n2nnc3c(=O)n(Cc4ccc(Br)cc4)cnc32)c1	2	-6	6	-9	-13
50	CC(=O)c1ccccc1OC(=O)c1ccco1	-7	12	20	-7	-10
51	N#Cc1nc(COc2ccccc2F)oc1NCc1ccc(F)cc1	-6	4	-6	-4	50
52	CCc1ccc(OCc2nnc(SCc3ccc(C(=O)O)cc3)o2)cc1	-3	-20	9	-22	-2
53	O=C1C=C(O)C(n2cncn2)C(c2ccc3c(c2)OCO3)C1 (stereo not drawn)	-4	6	40	-7	7
54	CC1(C)CCSC(/C=C/c2ccccc2)=N1	0	13	-54	-16	-147
55	CCCCC(=O)N/N=C/c1cc([N+](=O)[O-])ccc1N1CCOCC1	-33	-5	-24	5	6
56	CCOC(=O)c1c(-c2ccc(C)cc2)csc1NC(=S)NC(=O)c1ccccc1	-3	-15	24	-5	11
57	COc1ccc(Cl)cc1NC(=O)CN1C(=O)CC(C)S(=O)(=O)c2ccccc21 (stereo not drawn)	14	-4	3	-7	26
58	COc1ccc(CCn2c(-c3cc([N+](=O)[O-])cc([N+](=O)[O-])c3)nc3nc4ccccc4nc32)cc1OC	-13	5	3	-13	23
59	COc1ccc(CN(C)Cc2nc(Cc3cccc(F)c3)no2)c2cccnc12	-17	4	-54	-22	47
60	Cc1ccccc1C(=O)Nc1cccc(-c2cn3ccccc3n2)c1	-9	0	-69	-12	3
61	O=C(O/N=C(\c1ccccc1)c1ccncc1)c1ccccc1F	12	13	33	-10	24

entry	zfTRPN1 agonist	TRPML3 ag	NPY-Y1 antag	S1P4 agonist
46	0.1	0.5	4	-0.3
47	0.3	-0.6	.	0.8
48	2.2	2.1	1	0.1
49	1.5	0.6	11	1.0
50	-0.9	-0.6	-2	1.0
51	-0.4	-1.5	2	-4.5
52	0.5	0.9	0	-1.1
53	2.5	0.9	-5	1.9
54	0.9	0.8	.	3.0
55	-1.5	0.1	9	-0.2
56	0.5	0.7	-3	-1.1
57	0.9	0.9	-2	0.2
58	-1.0	0.8	1	2.0
59	9.4	4.2	-4	0.5
60	3.3	2.4	-2	0.3
61	-1.9	-0.1	-3	-0.7

# Some of the entries above, reformatted:
entry	molecule	NPY-Y1 PAM-ag	NPY2 pot ag	EP2 mod	S1P4 antagonist	CHOP inhibitor	zfTRPN1 agonist	TRPML3 ag	NPY-Y1 antag	S1P4 agonist
61	O=C(O/N=C(\c1ccccc1)c1ccncc1)c1ccccc1F	12	13	33	-10	24	-1.9	-0.1	-3	-0.7
46	COC(=O)c1sccc1NC(=O)CSCC(=O)O	-17	-9	4	0	-2	0.1	0.5	4	-0.3

# Screening results (PubChem BioAssay)
